# CHO parental Ca = counter-screen: ATP calcium response change in parental CHO cells; inhibition, % at 5.6 µM; parental CHO-K1, ATP-induced calcium, Fluo-8 fluorescence; AID 463079; 330,000 compounds, 0.63% hits;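 active = inhibition above that plate's mean sample inhibition plus 3 SD, cut at about 26% in these data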;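 also: 0% = ATP-challenged DMSO wells and 100% = DMSO wells without ATP; some compounds past the cut are filed as inactive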
#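 Test system: untransfected parental CHO cell line; also added: ATP stimulus; dosing: 5.6 µM, single dose; signal: calcium-sensitive Fluo-8 fluorescence; measure: percent inhibition of ATP-evoked calcium rise, normalized to controls; benchmarks: low control ATP plus DMSO, high control DMSO only; replication: one well per compound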
# OXTR potentiator = human OXTR potentiation. CHO-OTR cells, Fluo-8 calcium fluorescence, potentiator mode; 0% = oxytocin EC15, 100% = EC100. activation, % at 3 µM. 320,000 compounds, 0.061% hits. AID 2445;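 active = activation above that plate's cutoff, the mean activation of tested compounds plus 3 SD, cut at about 6.6% in these data, passing the limit was not always enough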;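 also: 100% uses oxytocin at 75 nM as the full agonist control; some results filed as inactive read as strong as hits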
# Target sequence (P30559 whole entry, looked up): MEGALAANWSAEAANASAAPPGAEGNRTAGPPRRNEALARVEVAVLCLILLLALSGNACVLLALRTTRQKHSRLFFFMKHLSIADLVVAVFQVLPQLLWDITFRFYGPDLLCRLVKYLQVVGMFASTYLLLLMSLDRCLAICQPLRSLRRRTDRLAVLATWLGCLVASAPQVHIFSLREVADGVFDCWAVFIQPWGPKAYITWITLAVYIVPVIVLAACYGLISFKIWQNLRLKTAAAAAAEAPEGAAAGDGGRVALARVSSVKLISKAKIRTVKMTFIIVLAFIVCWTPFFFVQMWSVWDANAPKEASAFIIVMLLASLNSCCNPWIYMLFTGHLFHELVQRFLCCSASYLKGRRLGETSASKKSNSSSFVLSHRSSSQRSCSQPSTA
#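 System: human OTR in CHO cells / Also added: sub-maximal oxytocin, roughly EC15 / Control set: EC15 oxytocin low, 75 nM oxytocin high / Schedule: 6 min compound pre-incubation at room temperature, 100 s kinetic read / Compound: single-point 3.0 µM / Replication: singlicate / Technique: Fluo-8 calcium dye fluorescence / Read-out basis: % activation of max/min ratio relative to oxytocin controls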
# CHO-K1 Ca PAM = nonselective activator or artifact in parental CHO-K1 calcium assay | 360,000 compounds, 0.02% hits | ATP EC20, Fluo-8 calcium fluorescence; 0% at ATP EC20, 100% at ATP max | activation, % at 3 µM;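 active = activation above the run cutoff, the mean activation of all test compounds plus 3 SD, cut at about 40% in these data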;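 also: peak over basal fluorescence ratio in a 140 s read after ATP addition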
# OXTR agonist = agonists of human oxytocin receptor. P30559. AID 2435. activation, % at 3 µM. 320,000 compounds, 0.32% hits. CHO-OTR cells, Fluo-8 calcium fluorescence; normalized: DMSO 0%, oxytocin 100%;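 active = activation above the mean of all tested compounds plus 3 SD, cutoff set per screening run, cut at about 20% in these data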;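 also: peak over basal fluorescence ratio from a 100 s FLIPR kinetic read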
# V1aR counter = counter-screen for oxytocin receptor agonists: human V1a receptor agonists | CHO-V1R cells, Fluo-8 calcium fluorescence, agonist mode; 0% DMSO, 100% 3 nM vasopressin | activation, % at 3 µM | 320,000 compounds, 0.25% hits | AID 2797;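 active = activation above the mean activation of all tested compounds plus 3 SD, per screening run, cut at about 20% in these data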;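 also: signal is peak over basal fluorescence ratio across a 100 second FLIPR read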
# CHO-K1 Ca antag = M1 antagonist counterscreen hit in parental CHO-K1 cells; inhibition, % at 3 µM; 360,000 compounds, 0.6% hits; ATP-induced calcium, Fluo-8 fluorescence; AID 602250;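 active = inhibition above a per-plate cutoff, the plate's mean sample inhibition plus 3 SD, cut at about 24% in these data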;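 also: 0% = DMSO plus EC80 ATP and 100% = DMSO alone without ATP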
# CHO-K1 Ca ag = nonselective activator or artifact in parental CHO-K1 cells. Fluo-8 calcium fluorescence; scaled to maximal ATP response, vehicle zero. activation, % at 3 µM. 360,000 compounds, 0.48% hits. AID 602248; in the data active = activation above about 15%;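 also: untransfected CHO-K1 host cells lacking M1 receptor as counterscreen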
# TAAR1 antag = antagonists of human TAAR1. Q96RJ0. CHO RD-HGA16 TAAR1, Fluo-8 calcium fluorescence, antagonist. inhibition, % at 3 µM. 360,000 compounds, 1.5% hits. AID 624466;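 active = inhibition above a per-plate cutoff, the mean inhibition of test compounds on that plate plus 3 SD, cut at about 49% in these data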;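 also: 0% = DMSO plus EC80 beta-PEA response and 100% = DMSO alone without agonist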
# Target sequence (Q96RJ0 whole entry, looked up): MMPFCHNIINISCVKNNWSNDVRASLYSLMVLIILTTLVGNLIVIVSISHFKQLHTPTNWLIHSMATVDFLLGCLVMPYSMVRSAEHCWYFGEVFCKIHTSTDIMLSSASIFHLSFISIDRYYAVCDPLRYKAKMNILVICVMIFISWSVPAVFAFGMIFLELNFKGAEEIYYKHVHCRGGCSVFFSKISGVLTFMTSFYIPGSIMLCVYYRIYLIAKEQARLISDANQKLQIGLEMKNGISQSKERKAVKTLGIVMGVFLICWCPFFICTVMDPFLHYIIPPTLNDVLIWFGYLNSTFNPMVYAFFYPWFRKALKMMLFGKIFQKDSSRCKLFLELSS
#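 Assay system: CHO-derived RD-HGA16 cells stably expressing human TAAR1 plus Gα16. Timing: 140 s kinetic read after compound, 140 s after agonist. Technique: kinetic Fluo-8 calcium fluorescence measurement. Measure: % inhibition of agonist calcium response.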
# GPR7 antagonist = antagonists of human GPR7 (neuropeptides B/W receptor 1) | inhibition, % at 4.4 µM | 290,000 compounds, 1.1% hits | GPR7-expressing cells, fluorescence antagonist assay; in the data active = inhibition above about 16%, passing the limit was not always enough;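 also: cells stimulated with the agonist NPW; 0% = agonist with vehicle and 100% = vehicle without agonist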
# Numbers without * were called inactive; . = no result given. Rows were taken by chance; about 3.5% have a hit in one of these screens.
# The line under a structure holds: CHO parental Ca	OXTR potentiator	CHO-K1 Ca PAM	OXTR agonist	V1aR counter	CHO-K1 Ca antag	CHO-K1 Ca ag	TAAR1 antag	GPR7 antagonist
1. CCn1c(CNC(=O)c2ccco2)nnc1SCC(=O)Nc1cc(C(F)(F)F)ccc1Cl
→ -15	1	8	0.0	-0.1	0	0.6	-5	-14
2. Cc1ccc(OCC2Cn3c(nc4c3c(=O)n(C)c(=O)n4C)O2)cc1 (stereo unspecified)
→ -1	-6	-6	-0.4	0.3	8	0.0	-17	3
3. C=Cc1ccc2c(c1)OCCOCCOCCOCCOCCO2
→ -3	-3	6	-0.5	-0.1	-11	1.4	-5	-11
4. Cc1ccc(-n2cc(C(C)(C)C)[nH]c2=S)cc1
→ -4	-7	-5	-2.6	-1.6	26*	-0.1	3	5
5. O=C(Nc1ccncc1)Nc1ccc(F)cc1F
→ -6	-7	12	0.9	-0.3	-15	0.8	-13	4
6. NNc1nnc(-c2ccccc2)c(-c2ccccc2)n1
→ -28	-6	-9	-1.0	-0.7	4	-0.2	-9	-1
7. CN1CC(=O)N2[C@H]3c4ccccc4OC[C@@H]3[C@H](c3ccccc3)[C@]2(C)C1=O
→ -19	-4	11	1.1	1.3	-7	1.7	6	.
8. COc1cccc(OCC(=O)NC2CCCCCC2)c1
→ -7	-4	1	-2.0	-0.1	-13	-0.4	-19	.
9. COc1ccc(OC)c(/C(C)=N/Nc2ccc(C(=O)O)cc2)c1
→ -3	-8	-4	0.3	1.6	9	0.6	11	-3
10. COCCNC(=O)/C(C#N)=C/c1c(N2CCN(C)CC2)nc2ccccn2c1=O
→ -2	-11	8	-0.6	-0.1	-11	2.0	-4	20
11. Cc1nc(NCCCN2CCOCC2)c2oc3ccccc3c2n1
→ -15	-9	19	0.3	0.5	-9	0.2	-5	1
12. CCOc1ccc(NC(=S)Nc2cccc3cnccc23)cc1
→ -8	-9	15	-1.2	0.8	-1	-0.1	-6	1
13. CCCCc1cc(=O)oc2cc(OCC(=O)N[C@@H](Cc3ccccc3)C(=O)O)ccc12
→ -8	1	11	-0.2	0.8	-2	0.4	-3	-7
14. CCOC(=O)C1=C(C)N=c2s/c(=C/c3ccc(OCC(=O)O)cc3)c(=O)n2C1c1ccc(F)cc1 (stereo unspecified)
→ -8	-8	-8	-0.6	1.0	0	0.2	9	-9
15. C/C(=N\OC(=O)c1cccc(C)c1)c1sc(-c2ccccc2)nc1C
→ -16	1	11	-0.7	-0.1	-3	-0.3	3	-14
16. COc1cc(OC)c(CN2CCC(Cc3ccccc3)CC2)cc1Br
→ -26	-11	-2	3.8	2.1	-6	3.0	7	5
17. COc1ccc([N+](=O)[O-])cc1NC(=O)c1ccc(CN(c2ccc(C)c(C)c2)S(C)(=O)=O)cc1
→ -17	-2	0	0.3	0.1	-5	1.1	-8	7
18. Cc1ccc(C(=O)NC2(C(F)(F)F)NC(=O)N(c3ccc(Cl)cc3)C2=O)cc1 (stereo unspecified)
→ -12	-2	25	0.6	0.7	-5	5.9	-6	1
19. CCC(C)c1nc2ccsc2c(N2CCOC2=O)c1-c1ccccc1 (stereo unspecified)
→ -13	-7	19	-2.5	-0.8	-19	-1.2	-15	.
20. C=C(C)COC(=O)C1CC2OC2CC1C(=O)OCC(=C)C (stereo unspecified)
→ .	.	4	.	.	-12	0.4	-1	.
21. CCc1ccc2c(CN3CCN(S(=O)(=O)c4cccs4)CC3)cc(=O)oc2c1
→ -3	1	-9	-0.6	0.4	-2	0.6	2	2
22. CCCCCCn1cc(C(=O)O)c(=O)c2ccccc21
→ -3	-8	0	-0.1	0.7	-3	0.4	14	-5
23. CCOc1cc(CNn2cnnc2)cc(Br)c1OCC(=O)NC(C)(C)C
→ -10	-8	6	-0.5	1.0	-5	0.4	-8	-2
24. Cc1nnc(NC(=O)Oc2ccccc2)s1
→ -12	-2	-1	-0.5	0.0	-14	-0.2	0	-7
25. C/C(=N\NC(=O)c1ccccc1[N+](=O)[O-])c1ccc(Br)s1
→ -4	-7	13	-0.8	1.5	-8	0.1	7	1
26. CCOC(=O)[C@]12CCCC=C1N(Cc1ccc3c(c1)OCO3)C(=O)[C@H](CC(=O)N1CCN(C(=O)c3ccco3)CC1)C2
→ .	.	-6	.	.	2	2.8	-4	.
27. Cc1ccc(C(=O)COC(=O)COc2ccccc2O)cc1C
→ -1	-10	-5	0.9	1.1	-8	0.4	-15	.
28. COc1ccc(C(=O)OCCCN(C)C)cc1OC
→ -10	2	4	-0.3	0.3	-3	0.1	7	-3
29. C=CCn1cc(Cl)cc(C(=O)Nc2ccccc2)c1=O
→ -12	-4	8	-0.5	-0.2	-4	0.2	-12	-8
30. CCOC(=O)C1CCN(C(=O)COC(=O)/C=C/c2ccccc2)CC1
→ -4	-1	1	0.6	0.2	-4	0.0	13	.

# Looked up above.
# Result of entry 18 in V1aR counter: 0.7
# Result of entry 20 in CHO-K1 Ca ag: 0.4
# Result of entry 4 in OXTR potentiator: -7
# Result of entry 19 in TAAR1 antag: -15

# Looked up by structure from the list above, 3 records:
# The line under a structure holds: CHO parental Ca	OXTR potentiator	CHO-K1 Ca PAM	OXTR agonist	V1aR counter	CHO-K1 Ca antag	CHO-K1 Ca ag	TAAR1 antag	GPR7 antagonist
16. COc1cc(OC)c(CN2CCC(Cc3ccccc3)CC2)cc1Br
→ -26	-11	-2	3.8	2.1	-6	3.0	7	5
1. CCn1c(CNC(=O)c2ccco2)nnc1SCC(=O)Nc1cc(C(F)(F)F)ccc1Cl
→ -15	1	8	0.0	-0.1	0	0.6	-5	-14
6. NNc1nnc(-c2ccccc2)c(-c2ccccc2)n1
→ -28	-6	-9	-1.0	-0.7	4	-0.2	-9	-1

# (next part)
# The line under a structure holds: CHO parental Ca	OXTR potentiator	CHO-K1 Ca PAM	OXTR agonist	V1aR counter	CHO-K1 Ca antag	CHO-K1 Ca ag	TAAR1 antag	GPR7 antagonist
31. Cc1n(CC(=O)c2ccc(F)cc2)c2ccccc2[n+]1C
→ 3	-4	-10	0.1	0.4	15	-0.1	-15	6
32. Cc1ccc(S(=O)(=O)NC(=O)C2(C)CCN2C(=O)CC2CCCC2)nc1 (stereo unspecified)
→ .	.	5	.	.	-4	0.5	-1	.
33. CCOc1ccc(NC(=O)COC(=O)CC2CC3CCC2C3)cc1 (stereo unspecified)
→ -15	-2	-2	-1.9	-1.2	-3	-0.5	-16	.
34. CCN(CC)CCN1C(=O)C(=O)/C(=C(/O)c2ccc(Cl)cc2)C1c1ccncc1 (stereo unspecified)
→ .	.	15	.	.	-16	0.5	-10	15
35. CCCN(CCC)C(=O)Cn1ccc(=N)c2ccccc21
→ -1	-9	2	0.0	-0.1	-12	0.3	0	2
36. COCC(=O)NC1CCN(C(=O)NCc2ccccc2)CC1
→ -7	-6	14	0.4	-0.2	-3	0.0	-2	1
37. O=C(NCc1ccccn1)c1cc(-c2ccccc2)on1
→ -19	-2	6	-0.3	1.5	-4	0.1	2	-8
38. CC1(C(=O)NS(=O)(=O)c2ccc(Cl)cc2)CCN1C(=O)CCC1CCCC1 (stereo unspecified)
→ .	.	23	.	.	-12	0.5	-16	.
39. COc1ccccc1NC(=O)CNc1ccc(F)c(Cl)c1
→ -7	0	3	2.6	3.8	8	0.2	7	-5
40. O=C(N/N=C/c1c(O)ccc2ccccc12)c1ccc(Br)o1
→ 20	-17	16	20*	22*	-5	3.8	-2	-6
41. CCCCCCN1C[C@@H](n2cc(-c3ccc(F)cc3)nn2)[C@H](O)C[C@@H]1c1ccc(OC)cc1
→ .	.	-9	.	.	14	-0.1	17	.
42. Oc1ccccc1N=Cc1ccc[nH]1
→ -11	-5	18	0.9	1.8	-6	0.6	13	-10
43. O=C(CSc1ccccc1)Nc1cccc(S(=O)(=O)N2CCCCC2)c1
→ -29	-10	3	2.0	3.6	-8	1.3	11	.
44. CC1CC(C)CN(S(=O)(=O)c2ccc(C(=O)N3CC(C)OC(C)C3)cc2)C1 (stereo unspecified)
→ -3	1	-8	-0.3	0.8	-1	0.3	-11	-3
45. Cc1cc(N2CCC(C(=O)Nc3ccc(F)cc3)CC2)nc(-c2ccccc2)n1
→ -8	-14	7	-1.1	2.4	-1	2.2	13	0
46. COc1ccccc1OCCNc1cc(N2CCCCC2)ccc1[N+](=O)[O-]
→ 21	-3	17	-1.6	-0.3	-2	1.2	34	-2
47. Cc1cn([C@H]2C[C@H](O)[C@@H](/C=C/C(=O)NCc3ccco3)O2)c(=O)[nH]c1=O
→ .	.	11	.	.	-24	0.5	-9	.
48. S=C(NCc1ccccc1)NNc1nc2ccccc2[nH]1
→ -4	-1	-1	0.3	0.4	-1	0.3	12	-17

# Single records, as listed above. Values in the order: CHO parental Ca	OXTR potentiator	CHO-K1 Ca PAM	OXTR agonist	V1aR counter	CHO-K1 Ca antag	CHO-K1 Ca ag	TAAR1 antag	GPR7 antagonist
# Shown for CC1(C(=O)NS(=O)(=O)c2ccc(Cl)cc2)CCN1C(=O)CCC1CCCC1 (stereo unspecified) = .	.	23	.	.	-12	0.5	-16	.
# Shown for O=C(CSc1ccccc1)Nc1cccc(S(=O)(=O)N2CCCCC2)c1 = -29	-10	3	2.0	3.6	-8	1.3	11	.
# Shown for Oc1ccccc1N=Cc1ccc[nH]1 = -11	-5	18	0.9	1.8	-6	0.6	13	-10

# Compound activity from PubChem BioAssay.
